Compound activity deposited in PubChem by several laboratories.
ssDAF12 agonist – activates DAF-12 receptor from parasite S. stercoralis; activation, % at 6.8 µM; hit rate 1% among 370,000; HEK293 ssDAF-12/GRIP1 lit1-tk-luc reporter, luminescence; % of 3 µM dafachronic acid response;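 active = activation above the mean over all tested compounds plus 3 SD, cut at about 0.9% in these data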;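 note: 0% = DMSO-only wells and 100% = 3 µM delta7-dafachronic acid wells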
ADAM10 inh – inhibitors of human ADAM10 | recombinant ADAM10, EDANS/DABCYL FRET peptide cleavage, 3 h | hit rate 0.62% among 370,000 | inhibition, % at 7 µM;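 active = inhibition above a per-campaign cutoff equal to the mean of compounds falling between control-based bounds plus 3 SD, cut at about 20% in these data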;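 note: 0% = DMSO wells while the 100% control is not disclosed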
hcDAF-12 act – activators of H. contortus DAF-12 nuclear receptor; HEK293 hcDAF-12 lit1-tk-luc reporter, luminescence; 0% DMSO, 100% Δ7-dafachronic acid; activation, % at 6.8 µM; hit rate 1.4% among 370,000;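 active = activation above the mean of all tested compounds plus 3 SD, cut at about 5.5% in these data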;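 note: 100% = response to 3 µM Δ7-dafachronic acid high control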
GC-A act – GC-A (human) enzyme activation; P16066; activation, % at 10 µM; hit rate 0.14% among 370,000; HEK293 GC-A cells, cGMP TR-FRET, EC30 ANP; 0% at EC30 ANP, 100% saturating ANP; in the data active = activation above about 40%
Target sequence (P16066 whole entry, looked up): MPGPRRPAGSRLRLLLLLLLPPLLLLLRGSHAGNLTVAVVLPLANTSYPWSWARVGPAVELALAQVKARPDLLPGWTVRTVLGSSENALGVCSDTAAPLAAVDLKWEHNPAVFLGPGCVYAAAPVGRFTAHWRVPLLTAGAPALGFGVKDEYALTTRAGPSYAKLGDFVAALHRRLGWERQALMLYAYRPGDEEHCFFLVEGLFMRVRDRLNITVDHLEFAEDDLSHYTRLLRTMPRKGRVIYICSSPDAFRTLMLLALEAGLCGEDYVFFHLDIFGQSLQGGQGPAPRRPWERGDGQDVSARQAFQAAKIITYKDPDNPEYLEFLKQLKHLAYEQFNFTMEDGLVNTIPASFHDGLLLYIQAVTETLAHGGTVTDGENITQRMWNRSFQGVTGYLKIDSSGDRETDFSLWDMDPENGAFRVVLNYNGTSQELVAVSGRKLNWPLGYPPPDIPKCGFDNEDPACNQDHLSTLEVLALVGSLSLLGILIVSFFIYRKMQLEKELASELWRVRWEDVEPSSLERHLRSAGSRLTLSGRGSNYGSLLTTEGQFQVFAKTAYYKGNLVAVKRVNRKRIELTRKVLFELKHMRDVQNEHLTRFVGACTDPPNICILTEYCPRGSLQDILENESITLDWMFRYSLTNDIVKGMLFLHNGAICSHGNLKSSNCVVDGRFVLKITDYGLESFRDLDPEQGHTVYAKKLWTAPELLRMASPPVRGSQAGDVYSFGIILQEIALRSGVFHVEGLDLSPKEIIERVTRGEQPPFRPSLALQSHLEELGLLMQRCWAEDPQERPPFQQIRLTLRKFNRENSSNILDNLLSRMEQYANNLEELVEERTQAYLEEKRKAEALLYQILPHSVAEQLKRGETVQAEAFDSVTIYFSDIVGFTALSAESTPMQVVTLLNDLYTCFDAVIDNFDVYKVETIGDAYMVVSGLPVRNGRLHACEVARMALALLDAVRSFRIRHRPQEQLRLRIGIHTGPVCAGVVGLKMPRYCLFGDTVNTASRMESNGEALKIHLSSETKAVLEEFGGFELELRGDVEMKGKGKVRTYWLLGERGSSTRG
DAX1 inh-1 – blocks DAX1 repression of SF-1 activated StAR promoter | HEK293T StAR-luciferase reporter, SF-1/DAX-1 repression relief | AID 652010 | inhibition, % at 6.8 µM | hit rate 1.1% among 370,000;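 active = inhibition above the mean over all tested compounds plus 3 SD, cut at about 3.6% in these data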;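 note: 0% = DAX-1 cells with DMSO and 100% = cells lacking DAX-1 with DMSO; higher inhibition means more luminescence from relief of DAX-1 repression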
DAX1 inh-2 – inhibits human nuclear receptor DAX1. P51843. HEK293 Gal4-DAX1 luciferase reporter, luminescence. inhibition, % at 6.75 µM. hit rate 0.99% among 340,000. AID 504766;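 active = inhibition above the mean over all tested compounds plus 3 SD, cut at about 4.2% in these data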;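 note: 0% = DAX1-transfected cells with DMSO and 100% = empty-vector control cells with DMSO; inhibition shows as a rise in luminescence from relieved DAX1 repression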
ADAM17 inh – inhibits human ADAM17 | P78536 | recombinant ADAM17, EDANS/DABCYL FRET peptide cleavage | hit rate 0.83% among 370,000 | AID 720648 | inhibition, % at 6.95 µM;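 active = inhibition above the mean of compounds lying between control limits plus 3 SD, set per campaign, cut at about 8.5% in these data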;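 note: 0% = DMSO-only wells as the low control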
hgDAF-12 ag – agonists of H. glycines DAF-12 nuclear receptor | HEK293 GAL4-hgDAF12 UAS-luciferase reporter, agonist luminescence; normalized to butyrate control | activation, % at 6.8 µM | hit rate 1.8% among 370,000 | AID 687014;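 active = activation above a cutoff set at the mean of all screened compounds plus 3 SD, cut at about 10% in these data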;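 note: 0% = DMSO wells and 100% = sodium butyrate wells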
PG9 binder – binds the HIV-1 gp120 antibody PG9; TR-FRET gp120-PG9 antibody binding; inhibition, % at 6.7 µM; hit rate 0.43% among 360,000; AID 624416; in the data active = inhibition above about 8.5%
SMARCA2 activ – increases SMARCA2 function in MMTV reporter cells. MG213 cells, MMTV-luciferase reporter, dexamethasone, overnight. activation, % at 9.1 µM. hit rate 1% among 370,000. AID 652017; in the data active = activation above about 7.8%;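 note: 0% = vehicle wells and 100% = reference activator wells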
FXN GAA850 act – increases GAA850 frataxin promoter reporter activity; HEK293 lucGAA850 FXN promoter luciferase reporter, 24 h; percent of 10 µM SAHA response; hit rate 0.56% among 360,000; activation, % at 6 µM;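 active = activation above the average of all compounds screened plus 3 SD, cutoff fixed separately per campaign, cut at about 7.5% in these data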;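 note: 0% = DMSO wells and 100% = 10 µM SAHA wells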
* = called active by the depositor; nt = no result given. This is a random part of the collection; overall some 6.8% were active at least once.

Start of the data: the first 2 compounds as a preview:
Below each compound – ssDAF12 agonist, ADAM10 inh, hcDAF-12 act, GC-A act, DAX1 inh-1, DAX1 inh-2, ADAM17 inh, hgDAF-12 ag, PG9 binder, SMARCA2 activ, FXN GAA850 act
CN(C)[C@H]1CCN(c2ccc3c(c2)O[C@@H]2CCN(C2)S3(=O)=O)C1
    0.2, -13, 0.0, 3, 0.7, nt, -7, 2.6, nt, 0, nt
COCCNc1c(-c2ccc(O)cc2)nc2ccc(Cl)cn12
    -1.4, -133, 0.8, -13, -0.4, -0.1, -48, 4.1, 0.6, 0, 3.7

This part in full, from the start:
Below each compound – ssDAF12 agonist, ADAM10 inh, hcDAF-12 act, GC-A act, DAX1 inh-1, DAX1 inh-2, ADAM17 inh, hgDAF-12 ag, PG9 binder, SMARCA2 activ, FXN GAA850 act
CN(C)[C@H]1CCN(c2ccc3c(c2)O[C@@H]2CCN(C2)S3(=O)=O)C1
    0.2, -13, 0.0, 3, 0.7, nt, -7, 2.6, nt, 0, nt
COCCNc1c(-c2ccc(O)cc2)nc2ccc(Cl)cn12
    -1.4, -133, 0.8, -13, -0.4, -0.1, -48, 4.1, 0.6, 0, 3.7
CCOC(=O)[C@@H](C)N(C(=O)OC(C)(C)C)S(=O)(=O)N(Cc1ccccc1)[C@H](C(=O)OC)C(C)C
    -0.9, 2, -1.8, -8, -0.3, 0.5, -2, -0.2, 0.3, -1, 7.4
CCCCOc1ccc(-c2ncc([N+](=O)[O-])cn2)cc1
    -1.7, 0, 2.9, 7, -0.1, 2.7, -6, 1.3, -1.2, 2, 2.2
CNc1c(NS(=O)(=O)c2ccc(OC)c(Cl)c2)c(=O)oc2ccccc12
    -0.8, -23, -1.1, -3, -0.1, 0.9, -9, -1.0, -0.1, -4, -1.5
C=CCn1c(=O)c(C(=O)NCCNCC)c(O)c2ccccc21
    -0.6, -2, 0.4, 0, 0.6, 1.9, -2, 1.1, 0.9, -1, -1.2
COc1ccc2cc(CCC(C)=O)ccc2c1
    0.4, -9, 2.7, 5, 5.2*, 2.5, -6, 14*, -2.6, 3, 2.8
CCC(C)[C@H](NC(=O)N1CCCC1)C(=O)O (stereo not given in full)
    -1.5, 0, -2.2, 1, -0.7, 1.8, -4, -1.8, -0.4, -3, 0.7
CCOC(=O)N1CCC(N2Cc3cccc(C(=O)Nc4ccc(OC)c(OC)c4)c3C2=O)CC1
    -1.4, 8, 0.2, 2, -0.8, -0.6, 1, 2.1, -1.8, -2, -5.2
O=C(O)c1cc(S(=O)(=O)NC(Cc2c[nH]c3ccccc23)C(=O)O)ccc1Cl (stereo not given)
    0.9*, -14, 5.9*, 3, -0.3, 0.9, -3, 2.2, -1.8, 0, 1.9
CCN(CC)S(=O)(=O)c1ccc(NC(=O)COC(=O)CNC(=O)C2CCCCC2)cc1
    -1.3, -3, -1.2, 0, -0.1, -1.1, -2, -0.1, -1.1, -1, 2.0
NS(=O)(=O)c1ccc(N2CCN(S(=O)(=O)Cc3ccccc3)CC2)nc1
    -0.7, 1, 0.7, -3, -0.7, -0.6, -1, -1.3, 1.4, -3, 0.0
COc1ccccc1N1C(=O)C2CC=CC(C)C2C1=O (stereo not given)
    -1.4, 1, 0.1, -4, -0.1, -0.6, -3, 0.0, -1.5, -1, 1.3
CC(=O)Nc1ccc(S(=O)(=O)Nc2cc(Cl)ccc2N2CCOCC2)cc1
    -1.4, 12, -2.4, -20, -1.9, -0.1, 3, -0.8, -0.7, -3, 2.2
CSC(=O)CC(=O)NC(=O)c1ccccc1
    -1.2, -3, -0.5, 0, 0.1, 0.0, -2, 2.2, -2.7, 4, -2.9
CC(C)=CCc1c(O)c(CC=C(C)C)c2occ(-c3ccc(O)cc3)c(=O)c2c1O
    -0.5, -8, 0.6, -1, 0.2, 1.5, 4, 1.1, -0.2, -1, 0.1
O=C(Nc1c(C(=O)N2CCOCC2)cnn1-c1ccccc1)c1ccccc1
    -1.7, 5, -0.9, -1, 0.0, -0.2, -2, 0.3, 3.2, -2, 2.1
O=C(CCN1C(=O)[C@@H]2Cc3ccccc3CN2C1=O)N[C@@H](Cc1ccccc1)C(=O)O
    -1.1, -6, -0.8, 2, -1.0, 0.5, 0, 0.5, -1.2, 1, 0.2
Cc1nc(-c2cccc(-c3noc(C)n3)c2)no1
    -1.5, -1, -2.1, 1, -0.2, 0.6, -2, 0.9, -2.2, 1, 1.0
COC(=O)Cc1csc(NC(=O)c2ccc3ncsc3c2)n1
    -1.0, -16, 0.7, 0, 3.2, 0.3, -5, -0.3, -2.8, 1, 0.0
CSc1ccc(/C=N/NC(=O)c2ccccc2Cl)cc1
    -0.8, -15, 3.6, -3, -1.4, 1.4, -7, 18*, -1.3, 3, -1.0
OC1CCCC1NCc1ccnc2cc(Cl)ccc12 (stereo not given)
    -1.1, -21, 0.2, 3, -1.1, 0.0, -3, 2.1, -1.2, -3, -0.4
COc1ccc(S(=O)(=O)N2CCCCCC2)cc1NS(=O)(=O)c1cc(C(=O)O)cc(C)c1C
    -1.3, 3, 0.5, 2, -0.2, -0.4, -5, 4.8, 2.3, -3, -0.2
CC(=O)Nc1ccc(S(=O)(=O)N2CCC3(CC2)CC(=O)c2ccccc2O3)cc1
    -1.4, -91, -2.4, -3, -2.0, -1.0, -27, -1.2, 0.0, 0, 0.7
COc1cc([N+](=O)[O-])cc([N+](=O)[O-])c1NC(=O)N1CCOCC1
    -1.3, -6, 0.1, -11, -0.1, -1.6, -6, 0.7, 1.6, -5, 2.8
CC(=O)NN1C(=O)/C(=C\c2ccc(Br)o2)SC1=S
    -1.5, 1, 0.7, -4, -1.3, -0.1, 3, -0.1, -5.5, 0, -0.7
O=C(NN=Cc1ccccc1Cl)c1ccc(-n2cnnn2)cc1
    -1.5, -8, -1.6, -2, -0.2, 0.2, -5, 0.3, 0.1, -2, 0.7
O=C(COC(=O)C1(c2ccc(F)cc2)CCCC1)N1CCOCC1
    -1.4, 4, -1.4, 1, -0.6, -0.7, 2, -0.9, -4.1, 1, -2.1
Nc1ccc[n+](Cc2ccccn2)c1
    -1.4, -243, -1.5, 4, -0.7, 1.2, -76, -1.0, -0.4, 2, 0.7
CCc1nc2c(OCc3cc(Cl)cc(Cl)c3)cccn2c1N(C)C(=O)c1ccccc1F
    -1.8, 15, -0.7, 3, -1.6, nt, 6, -0.9, 0.3, -2, 0.1
CCCCn1c(CNC(=O)c2cccs2)nc2ccccc21
    -1.4, -3, 1.1, -1, 0.1, -1.1, 0, -2.7, -1.5, -1, -0.6
COc1cc(NC(=O)COc2ccccc2Cl)ccc1NC(=O)c1cccs1
    -0.8, -224, -2.1, 3, -0.3, -1.0, -103, 1.7, -1.4, 0, 1.0
COCCNC(=O)c1ccccc1NC(=O)c1ccc(Cl)c(S(=O)(=O)Nc2ccc(C)cc2C)c1
    -1.3, 12, -1.1, -2, 0.2, -0.7, 4, -1.8, 1.3, 1, 0.6
Cc1ccc(CN2CCN(CC(=O)N=Nc3c(O)[nH]c4ccccc34)CC2)cc1
    -1.1, 4, -2.1, 5, -0.7, -0.1, 0, -2.4, -1.8, -1, 2.3
CCCCCn1c(CN2CCN(C(=O)OCC)CC2)nc2c1c(=O)n(C)c(=O)n2C
    -0.9, -9, 1.8, -2, 0.1, -1.3, -7, 1.9, -1.2, -2, 0.9
O=C(CN(c1ccccc1)S(=O)(=O)c1ccccc1)NCCSCc1ccco1
    -0.8, 5, -0.8, 0, -1.0, -0.9, -3, -0.9, -1.3, 0, 0.4
COC(=O)c1c(NC(=O)CSc2ncn[nH]2)sc(C)c1C
    -1.6, -16, 1.3, 5, -0.2, -0.6, 5, -1.9, -0.9, -3, -1.2
COC(=O)c1cc2ccsc2n1CC(=O)NCC1CCCO1 (stereo not given)
    -1.4, 10, 3.2, -3, 0.4, -0.4, -5, 3.3, 0.4, -2, 1.4
Cc1ccc2nc3n(c(=O)c2c1)-c1cc2ccccc2cc1C(=O)NC3Cc1ccc(O)cc1 (stereo not given)
    -0.2, -20, 3.5, -4, -0.3, 1.4, -5, 0.4, 1.9, -3, -8.6
Cc1ccc(S(=O)(=O)N2CCN(C(=O)CSc3nccn3C)CC2)cc1
    -1.3, 3, 0.0, 1, -0.2, 1.9, 0, -0.6, -1.3, -1, 4.4
COc1ccc(C(=O)Nc2ccc(NC(=O)CSc3nnc(-c4ccncc4)n3C)cc2)cc1
    -1.5, 2, 3.0, -3, -0.1, 0.3, -2, 0.5, 0.1, -4, -4.1
Cc1ccc(O)c(C(=O)c2cc(C#N)c(=O)n(-c3c(C)n(C)n(-c4ccccc4)c3=O)c2)c1
    -1.4, 3, -0.5, -3, -1.2, 2.1, -1, -1.2, -1.7, 0, 2.8
Cn1nc(C(=O)OCCN2C(=O)c3ccccc3C2=O)c2ccccc2c1=O
    -0.9, 5, 0.2, -2, 0.4, -0.3, -2, -2.3, -2.5, -2, -1.4
On1c(-c2ccccc2)nc2ncccc21
    -1.1, -9, -2.2, -1, -0.6, 1.8, -3, -1.4, -4.2, -1, 0.2
O=c1[nH]cc(S(=O)(=O)c2ccccc2)[nH]1
    -0.3, -7, 0.5, 0, 0.0, 0.0, -4, 0.5, -0.2, -1, 1.8
Cc1ccc(S(=O)(=O)n2cc(C=O)c3ccccc32)cc1
    -1.8, 8, -1.0, 2, -0.8, -0.3, 1, -2.7, 2.8, 2, 3.5
CCc1nnc(NC(=O)C2CCCN2C(=O)Nc2ccccc2OC)s1 (stereo not given)
    -1.3, 13, -1.2, -7, -0.1, -0.7, 2, 0.0, 0.0, 8.8*, -0.6
CCCC(=O)C1=C(N2CCCCC2)CC(C)(C)C(C(=O)OC)C1=O (stereo not given)
    -0.1, -12, 0.4, 1, -1.4, 0.3, -6, -0.1, 1.2, 2, 1.1
O=C(COCc1cc(-c2ccc3c(c2)OCO3)on1)N1CCN(c2cccc(C(F)(F)F)c2)CC1
    -0.3, 6, -3.1, -8, 0.1, 2.2, 0, 0.9, -0.9, -1, -0.3
Cc1ccc(CN2CCN(/N=C/c3cc(Br)ccc3F)CC2)cc1
    -0.5, -6, -0.7, -1, 0.3, -0.7, -2, -0.6, 0.2, -1, 1.2
Cc1ccc2nc(SCC(=O)N3CCC(C)CC3)nc(=O)n2c1
    -0.5, -22, -1.8, 5, 1.1, 1.2, -3, 4.3, 0.9, 2, 2.3
O=C(CNC(=O)c1cccc(OC(F)F)c1)OCc1cc(=O)n2cc(Br)ccc2n1
    -1.1, -47, 0.3, -1, -0.2, 1.1, -13, 1.2, 2.3, 1, 0.9
CCOc1cc(N2CCOCC2)c(OCC)cc1NC(=O)C1=NN(c2cccc(C)c2)C(=O)CC1
    -1.0, 1, -1.2, 13, -0.5, -1.1, 0, -4.0, -0.2, 1, 0.1
COc1ccc(C(=O)COC(=O)C(C(C)C)N2C(=O)C3C4C=CC(C4)C3C2=O)cc1 (stereo not given)
    -1.3, -3, -1.3, -1, -1.6, -0.4, -4, 2.1, 1.1, -1, 0.2
COC(=O)[C@H](CCSC)NC(=O)NCc1cccs1
    -0.7, 9, -1.2, 1, -0.5, 0.9, 0, 0.1, -2.3, 4, 0.5
Cc1csc(NC(=O)c2ccc(S(=O)(=O)N3CCCC3)cc2)n1
    -1.1, 1, -0.8, 2, 0.1, -0.5, -2, 2.6, -0.2, 3, -0.2
Cc1ccc(Cn2ccc(NC(=O)c3noc4c3CCc3ccccc3-4)n2)cc1
    -0.8, -1, -1.4, 0, -0.6, 0.1, -4, 1.1, -0.2, -1, -0.4
